Screening results deposited in PubChem BioAssay by National Center for Advancing Translational Sciences (NCATS).
Pf Dd2 inh: Plasmodium falciparum Dd2 growth inhibition | P. falciparum Dd2 growth, SYBR Green, 72 h | AID 1347417 | Potency, µM (doses to about 28.9 µM), without a hit: top-dose activity, negative = inhibition, hits mostly inhibitors | 120,000 tested, 4.3% active; active = well fitted inhibition curve with a large enough effect; inconclusive = small, poorly fitted or top-dose-only effect; inactive = no such curve, though single readings can be large or run the other way;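 note: plate controls were DMSO vehicle for no effect and reference drug for full effect; nearly all actives have a fitted effect of over 65% in size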
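Infected erythrocytes (Dd2, 0.3% parasitemia, 2.5% hematocrit final) are added to compound in RPMI-1640/Albumax II medium, grown 72 h at 37C in low oxygen, then lysed with saponin/Triton-X containing SYBR Green and read by fluorescence.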
* marks the source's active call; other numbers are inactive results; i = inactive; ? = inconclusive; [ ] = remark or other dose. Potency is the fitted concentration of half-maximal effect. Only part of the results is shown; rates above refer to the full screens.

no.	molecule	Pf Dd2 inh
1	O=C(Nc1nc2ccccc2s1)c1cccn(Cc2ccccc2)c1=O	5%
2	COCC1CN(C(=O)c2ccc(C#N)cc2)CC12CCOCC2 (configuration not stated)	20%
3	Cc1cc(C(F)(F)F)nn1CC(=O)N1CC[C@H](CO)[C@H](NC(=O)C2CC2)C1	-9%
4	O=C(NCCN1CCCCC1)C1(CCO)CCN(c2ncccn2)C1 (configuration not stated)	?
5	COc1cccc(NC(=O)N2CC[C@H]3CC(=O)N(c4ccccc4)CC[C@H]3C2)c1	?
6	COc1ccc2c(c1)-c1nc(NC(=O)c3ccc(C)cc3)sc1CC2	11µM*
7	Cc1ccc(S(=O)(=O)N2CCCC(Cn3cnc4cccnc43)C2)cc1C (configuration not stated)	-4%
8	O=C1Cc2c(-c3ccc(N4CCOCC4)cc3)n[nH]c2CN1CCc1ccncc1	-9%[44.1 µM]
9	O=C(c1ccccn1)N1CCC(N2CCNC2=O)CC1	12%[44.1 µM]
10	Cc1cc2nc3n(c(=O)c2n1CC(=O)Nc1ccccc1C(C)C)CCCCC3	?
11	O=C(NCc1cnccn1)c1nc(-c2ccccc2)cc2[nH]ccc12	-3%[44.1 µM]
12	COc1ccccc1CN1CCC(CN(CC(C)C)C(=O)C2CCCN2)CC1 (configuration not stated)	?
13	COc1ccc(C(=O)NC(C(=O)NC(C)C(C)C)C2CCN(C(=O)CC(C)(C)C)CC2)cc1 (configuration not stated)	-5%
14	CN1CC[C@H]2CN(c3cc(NCCO)ncn3)C[C@@]2(C(=O)O)C1	-10%
15	CC(=O)NC1CCCc2c1[nH]c1ccc(Cl)cc21 (configuration not stated)	-22%
16	Cn1cc(CN2CCCC(CCc3cccc(C(F)(F)F)c3)C2)cn1 (configuration not stated)	?
17	CC(C)c1ccc(NC(=O)CN2C(=O)C3(SCC(=O)N3c3ccc(F)cc3)c3ccccc32)cc1 (configuration not stated)	?
18	Cc1ccc(Nc2cc(=O)[nH]c(=O)[nH]2)cc1C	i
19	Cc1nc(-c2ccccc2)sc1-c1ccc(SCC(=O)NCc2ccc(Cl)cc2)nn1	11%
20	Cc1nn(-c2ccccc2)c(OC(=O)c2ccccc2)c1S(=O)(=O)c1ccccc1	1%
21	CC(C)(C)OC(=O)N1CCC(c2c(C(=O)O)cnn2-c2ccc(F)cc2F)CC1	5%
22	CC(C)[C@H]1CN(CCS(C)(=O)=O)C[C@@H]1NC(=O)c1ccco1	-13%
23	COc1cc(CNC(=O)[C@H]2CCC[C@H]2NC(=O)c2ccncc2)cc(OC)c1	-6%
24	Cc1nc2ccccn2c(=O)c1NC(=O)c1ccccc1Cl	i
25	CCCCN1C(=O)[C@@H]2C[C@@H](O)CN2C2(CN(C3CCOCC3)C2)C1=O	5%[44.1 µM]
26	CN(Cc1cccnc1)c1nc2c(c(=O)[nH]1)CCN(Cc1ccc(F)cc1F)CC2	i[5.79 µM]
27	CCOc1ccc(NC(=O)Cn2c(N3CCN(c4ccccc4)CC3)nc(C)cc2=O)cc1	i
28	Cc1ccccc1C(=O)Nc1nnc(SCc2cc(=O)c3c(C)ccc(C)c3[nH]2)s1	i
29	COc1cc(Cl)c(C)cc1NC(=O)CSc1cc(=O)n(C)c2cc(Cl)ccc12	29%
30	CC(C)N1C[C@H](O)C[C@H]1c1nnc2n1CCN(C(=O)c1ccccc1)CC2	3%
31	Cc1nc2ccc(C(=O)Nc3ccc4c(c3)C(=O)N3CCC[C@H]3C(=O)N4)cc2s1	-14%
32	C=Cc1ccc(Cn2c(C(=O)O)c(CNCc3ccc(F)cc3)c3ccc(C)cc32)cc1	?
33	CCOC(=O)N1CCN(Cc2nc3cc(NC(C)=O)ccc3n2C(C)C)CC1	?
34	Cc1ccc(NS(=O)(=O)c2ccc3c(c2)n(C)c(=O)n3C)c(C)c1	5%
35	CN(Cc1ccccc1)Cc1nc2c(n1Cc1ccccc1)C(=O)N(Cc1ccccc1C#N)CCN2	10µM*
36	Cc1[nH]c2ccc(C(=O)NCCc3ccccc3Cl)cc2c1C	-14%
37	NC(=O)NCC(=O)N1CCc2cc(S(=O)(=O)NCc3cccs3)ccc2C1	23%
38	CCCS(=O)(=O)NCCc1ncc(C)n1CC1CC1	i
39	O=C(NC1CCS(=O)(=O)C1)C1CCN(c2cnn(Cc3ccccc3)c(=O)c2)C1 (configuration not stated)	-21%
40	CCOc1ccccc1NC(=O)C1CCCN1S(=O)(=O)c1ccc2nc(-c3ccccc3)[nH]c2c1 (configuration not stated)	-9%

Shown as labelled records: entries from further up.
25. CCCCN1C(=O)[C@@H]2C[C@@H](O)CN2C2(CN(C3CCOCC3)C2)C1=O
  Pf Dd2 inh: 5%[44.1 µM]

36. Cc1[nH]c2ccc(C(=O)NCCc3ccccc3Cl)cc2c1C
  Pf Dd2 inh: -14%

39. O=C(NC1CCS(=O)(=O)C1)C1CCN(c2cnn(Cc3ccccc3)c(=O)c2)C1 (configuration not stated)
  Pf Dd2 inh: -21%

Later entries:
no.	molecule	Pf Dd2 inh
41	Cn1cnc(S(=O)(=O)N2CCC3(CC2)CC(CC(=O)N2CCCC2)CCO3)c1 (configuration not stated)	21%
42	Cc1noc(C)c1-c1cc2c(cc(C)n2C)c(-c2cccnc2)n1	i
43	CC(C)c1nnc(C2CN(C(=O)c3ccoc3)CC23CCOCC3)o1 (configuration not stated)	-9%
44	Cc1ccc(C2=NC3(CCN(C(=O)Cc4ccc(Cl)cc4)CC3)ON2)cc1	-15%
45	CC1=NS(=O)(=O)N(Cc2ccccc2)C=C1C(=O)OCc1noc(-c2ccc(C)c(C)c2)n1	?
46	COc1ccc(C(=O)Nc2ccc([C@H]3OCC(=O)N(Cc4ccncc4)[C@@H]3CO)cc2)cc1OC	3%
47	NCCO[C@H]1C[C@@H](O)C12CCN(Cc1ccc(OC(F)F)cc1)CC2	-2%
48	O=S(=O)(c1ccc(C2CCCCC2)cc1)N1CCN(c2ccc(Cl)c(Cl)c2)CC1	16%
49	O=C(NCCCN1CCOCC1)c1c(OCC2CC2)cc(=O)n2c1CCCCC2	64%[activator]
50	COCCC(=O)N1CCCOCCNC(=O)[C@@H]2CCC[C@@H]21	13%
51	O=C(C1CCOCC1)N1CCC(Oc2cccc(F)c2)C1 (configuration not stated)	i
52	O=C(c1ccc(Cn2ccn3nc4c(c3c2=O)CCCC4)cc1)N1CCN(c2ccccn2)CC1	?
53	O=C(NC1CCCC1)N1[C@H]2CC[C@@H]1c1cncnc1C2	22%
54	CCN(C(=O)CSc1nc2n[nH]c(C)c2c(=N)n1-c1cccc(OC)c1)c1cccc(C)c1	?
55	CNC(=O)c1cc(S(=O)(=O)N[C@@H]2COCC[C@H]2O)ccc1OC	-23%
56	Cc1ccc(NC(=O)N2C[C@@H](F)C[C@H]2C(=O)N2CCCCC2)c(C)c1	37%
57	Cc1ccc(C(=O)N2CCCN(C(=O)C3CC3)c3ccccc32)cn1	13%
58	CCOc1ccc(-c2cc(C(=O)NCc3ccccc3Cl)c3ccccc3n2)cc1	i
59	COc1ccc(C2C(C(=O)Nc3ccc(Cl)cc3)=C(C)Nc3nc(SCc4cccc(C)c4)nn32)cc1OC (configuration not stated)	8%
60	CCC1CCCCN1C(=O)c1c[nH]c2ccc(S(=O)(=O)Nc3cccc(OC)c3)cc2c1=O (configuration not stated)	-4%
61	O=C1NC(=NC2CCCCC2)C2(CCN([S+](=O)([O-])c3cccc(C(F)(F)F)c3)CC2)N1c1cc(F)cc(F)c1	?
62	CC1=C(C(=O)Nc2ccccc2)C(c2cccc(Cl)c2)n2nc(SCC(=O)c3ccc(C)cc3)nc2N1 (configuration not stated)	8%
63	COc1ccccc1CNC[C@H]1O[C@H](Cc2cc(CN3CCOCC3)on2)CC[C@@H]1O	-17%[44.1 µM]
64	Cc1cc(C)c(NC(=O)C2CCN(C(=O)N3CCOc4ccccc43)CC2)c(C)c1	-28%
65	CCOCCOC1CCN(C(=O)c2n[nH]c3ccccc23)CC1	i
66	Cn1cnnc1CC1CCN(C(=O)C2CCCC2)C1 (configuration not stated)	20%
67	O=C(c1cccnc1)N1CC[C@H](c2nc3ccccc3s2)C1	-10%[44.1 µM]
68	COc1cccc(C(=O)N2CCC(N3C[C@H](O)C[C@H]3C(=O)NC3CC3)CC2)c1	-17%
69	O=C(Nc1cccc(Cl)c1)C1CCN(C(=O)c2ncn3c2COC(c2ccc(F)cc2)C3)CC1 (configuration not stated)	?
70	CCCNC(=O)N1CCC(n2c(C)cnc2C2CC2)CC1	-23%
71	COc1ccc(CCNC(=O)Cn2c(=O)n(-c3ccc(C)c(C)c3)c(=O)c3c(C)c(C)sc32)cc1OC	-22%
72	O=C(CN1C(=O)COc2ccc(S(=O)(=O)N3CCCC3)cc21)N1CCN(c2ccc(F)cc2)CC1	i
73	Cc1ccc(Oc2nc3ccccn3c(=O)c2/C=C(\C#N)c2nc3ccccc3s2)c(C)c1	9%
74	COC(=O)c1scc(-c2ccc(C)cc2)c1S(=O)(=O)Nc1ccc(N(C)C)cc1	10%
75	COC(=O)c1sccc1S(=O)(=O)N1CCN(c2cccc(C)c2)C(C)C1 (configuration not stated)	14%
76	COc1ccc(NC(=O)CSc2nc3cc(OC)c(OC)cc3c3nc(-c4ccccc4)nn23)cc1Cl	33%[activator]
77	O=C(NCc1cccc(F)c1)c1ccc(NC(=O)c2nsc3ccccc23)cc1	-20%
78	CC[C@@]1(C(=O)O)C[C@H](C(=O)NCc2ccncc2)[C@H](c2ccc(OC)cc2)N1C	?
79	COc1cccc(CCNC(=O)c2c(O)nc3c(C)cccn3c2=O)c1	0%
80	Cc1nn(-c2ccccc2)c(OC(=O)c2ccccc2F)c1S(=O)(=O)c1ccccc1	11%
81	Cc1ccc(Cl)cc1NC(=O)C(=O)NCCc1sc(-c2ccc(F)cc2)nc1C	i
82	CCn1nccc1C(=O)NCCC1CCN(C(=O)Nc2cc(F)cc(F)c2)CC1	?
83	COc1ccc(OCC(=O)OCc2cc(=O)n3nc(-c4cccs4)sc3n2)cc1	-7%
84	O=C(c1nc(-c2cccnc2)c2cnccn12)N1CCOCC1	-15%[44.1 µM]
85	CCc1ccc(S(=O)(=O)N2CCC(n3cnnc3C)CC2)cc1	?
86	CCNC(=O)NCCc1noc(-c2cccnc2)n1	33%[activator]
87	Cc1ccc(-c2n[nH]c3c2C(c2cccc(O)c2)N(c2ccc(C(=O)O)cc2)C3=O)cc1 (configuration not stated)	21%
88	Cc1cccc(Cn2cc(S(=O)(=O)c3cccc(C)c3)c(=O)c3cc(F)c(N4CCOCC4)cc32)c1	0%
89	O=C(c1ccc2c(c1)CCN2S(=O)(=O)c1ccc(Cl)cc1)N1CCN(c2ccc(F)cc2)CC1	-6%
90	COc1ccc(C(=O)NC2CCN(c3cc(C(F)(F)F)nc(C)n3)CC2)cc1	14µM*
91	O=C(NCCCN1CCCc2ccccc21)C1CCCCC(=O)N1Cc1ccccc1 (configuration not stated)	-24%
92	O=C(c1ccon1)N(CC1CCN(Cc2ccccc2F)CC1)CC1CCCO1 (configuration not stated)	3%
93	Cc1cc(=O)n(CC(=O)Nc2ccc(F)c(Cl)c2)c(N(C)Cc2ccccc2)n1	i
94	c1cc2c(cc1CN1CCCCC1)CNCCO2	-24%
95	CCc1ccc(CNC(=O)c2cc3c(N4CCCC4)nc(C)cn3n2)cc1	?
96	Cn1ccnc1C(=O)N1CCCCCCn2c(nnc2-c2ccc(F)cc2)CC1	i
97	CNCC(=O)N[C@H]1CCN2C(=O)c3cc(-c4cc(Cl)ccc4OC)ccc3NC(=O)[C@@H]2C1	?
98	Cc1nc(CCNC(=O)CC2COCCN2C(=O)c2ccsc2)no1 (configuration not stated)	-16%
99	CN1C(=O)CC(C(=O)O)C12CCN(C(=O)CCc1cccnc1)CC2 (configuration not stated)	-11%
100	Fc1ccc(Cc2noc(-c3nc(-c4ccc5c(c4)OCO5)no3)n2)cc1	10%

Next structures follow:
no.	molecule	Pf Dd2 inh
101	CC1=C(C(=O)Nc2ccc(C)cc2C)C(c2cccs2)n2nc(SCc3ccccc3Cl)nc2N1 (configuration not stated)	12%
102	Cn1c(Cn2cccn2)nnc1C1CC(NC(=O)c2cnco2)C1 (configuration not stated)	-3%
103	CCOc1ccccc1C(=O)N1CCCCC1CCN1CCOCC1 (configuration not stated)	i
104	Cn1ccnc1CN1CCN(c2nccc(-c3cccnc3)n2)CC1	?
105	CC(=O)N1CC(CO)C2(CCN(C(=O)c3nccc4ccccc34)CC2)C1 (configuration not stated)	0%
106	O=C(C[C@H]1NC(=O)c2ccccc2NC1=O)Nc1cccc(-c2ncn[nH]2)c1	i
107	C=CCNC(=O)c1ccnc2[nH]ccc12	43%[activator][44.1 µM]
108	CC(C)CCN1C(=O)N(CCCc2ccncc2)C(=O)C12CCN(CC1=CC[C@H]3C[C@@H]1C3(C)C)CC2	?
109	C[C@H]1CCCN1C(=O)c1nnc(CNc2ccccc2Cl)n1-c1ccccc1	-7%[44.1 µM]
110	COCCCN1CC2(CCN(C(=O)C(=O)c3cccn3C)CC2)CC1=O	8%

Reformatted field by field: part of the list above
108. CC(C)CCN1C(=O)N(CCCc2ccncc2)C(=O)C12CCN(CC1=CC[C@H]3C[C@@H]1C3(C)C)CC2
  Pf Dd2 inh: ?
109. C[C@H]1CCCN1C(=O)c1nnc(CNc2ccccc2Cl)n1-c1ccccc1
  Pf Dd2 inh: -7%[44.1 µM]
110. COCCCN1CC2(CCN(C(=O)C(=O)c3cccn3C)CC2)CC1=O
  Pf Dd2 inh: 8%
